# FBW7 activator = human FBW7 E3 ligase activation, primary screen; Q969H0; AlphaScreen FBW7–phospho-cyclin E peptide binding, activator screen; normalized activity (activation), % at 26.1 µM; actives 0.13% (n = 650,000); AID 1259310; in the data active means normalized activity above about 1.9%;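 further: purified mutant Fbw7 with reduced substrate affinity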
# Target sequence (Q969H0 whole entry, looked up): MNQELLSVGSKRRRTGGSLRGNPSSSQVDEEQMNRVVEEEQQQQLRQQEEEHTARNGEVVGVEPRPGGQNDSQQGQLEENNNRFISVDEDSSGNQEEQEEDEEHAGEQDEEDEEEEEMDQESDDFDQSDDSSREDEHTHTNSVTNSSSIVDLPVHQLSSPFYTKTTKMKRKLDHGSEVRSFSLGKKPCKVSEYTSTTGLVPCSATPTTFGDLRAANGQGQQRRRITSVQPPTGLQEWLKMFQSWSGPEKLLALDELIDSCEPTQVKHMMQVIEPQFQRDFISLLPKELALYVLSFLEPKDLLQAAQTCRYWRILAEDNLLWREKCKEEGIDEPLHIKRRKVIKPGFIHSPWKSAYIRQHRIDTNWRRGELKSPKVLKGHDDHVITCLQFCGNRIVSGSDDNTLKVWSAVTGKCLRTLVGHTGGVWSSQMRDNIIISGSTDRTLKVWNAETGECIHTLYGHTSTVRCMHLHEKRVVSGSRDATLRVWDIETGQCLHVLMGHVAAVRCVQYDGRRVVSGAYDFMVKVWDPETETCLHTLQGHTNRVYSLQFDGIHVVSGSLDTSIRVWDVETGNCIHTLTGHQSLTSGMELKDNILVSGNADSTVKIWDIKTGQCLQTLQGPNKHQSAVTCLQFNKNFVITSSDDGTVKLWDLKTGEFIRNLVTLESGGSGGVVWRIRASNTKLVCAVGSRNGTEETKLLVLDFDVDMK
# MITF inh = human MITF inhibition, primary screen; actives 0.91% (n = 650,000); inhibition, % at 2.6 µM; AlphaScreen MITF homodimerization, bead proximity signal; in the data active means inhibition above about 50%;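 further: 0% = vehicle wells with protein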
# TEAD-YAP inh = TEAD-YAP interaction inhibition | HEK-TIYL cells, TEAD-Gal4/YAP UAS-luciferase luminescence | AID 1259422 | inhibition, % at 9.12 µM | actives 1.4% (n = 640,000); in the data active means inhibition above about 32%;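 further: 0% = median of test compound wells and 100% = reference inhibitor wells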
# GPR151 ag = activators of human GPR151; actives 1% (n = 650,000); AID 1508602; Q8TDV0; activation, % at 11.2 µM; PathHunter beta-arrestin GPR151 cells, luminescence; in the data active means activation above about 4.9%;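 further: 0% = median of compound wells and 100% = cells with positive control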
# Target sequence (Q8TDV0 whole entry, looked up): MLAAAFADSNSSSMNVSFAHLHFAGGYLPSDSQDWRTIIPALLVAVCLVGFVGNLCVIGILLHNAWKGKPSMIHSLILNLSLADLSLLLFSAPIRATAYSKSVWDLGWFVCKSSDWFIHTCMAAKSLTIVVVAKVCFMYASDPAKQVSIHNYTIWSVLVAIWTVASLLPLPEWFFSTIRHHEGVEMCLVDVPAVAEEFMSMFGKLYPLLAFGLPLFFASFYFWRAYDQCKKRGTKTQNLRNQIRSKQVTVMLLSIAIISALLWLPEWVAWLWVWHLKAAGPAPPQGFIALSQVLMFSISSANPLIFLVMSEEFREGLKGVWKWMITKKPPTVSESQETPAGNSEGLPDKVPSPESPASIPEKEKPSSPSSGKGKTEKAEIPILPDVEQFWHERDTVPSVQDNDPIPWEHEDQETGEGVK
# Active calls of the source: *; . = not tested or not shown; & = joins results of further samples.
SMILES,FBW7 activator,MITF inh,TEAD-YAP inh,GPR151 ag
Cc1nonc1C(=O)N/N=C/c1ccc(O)c(O)c1,-0.9,-9,-54,-8.1
CN1CCN(c2nc3c(c(=O)n(C)c(=O)n3C)n2CCc2ccccc2)CC1,0.6,11,7,-0.3
COC(=O)c1c(OC(C)C)cc(=O)n2c1CCN(Cc1ccc3c(c1)CCCN3C)CC2,0.1,5,3,0.1
CCc1nc2sc(C(c3ccc(Br)cc3)N3CCCC3)c(O)n2n1 (stereo not drawn),-0.1,-1,-1,0.6
O=C1CCCN1CCCNc1cc(NCCCN2CCCC2=O)ncn1,0.1,12,-3,1.7
Cc1ccn2cc(C(=O)NC3CCN(Cc4ccccc4)CC3)nc2c1,0.0,12,-7,-0.3
CSC1=C(C#N)C(c2ccccc2[N+](=O)[O-])C2=C(CC(C)(C)CC2=O)N1 (stereo not drawn),0.2,10,16,-0.6
Cc1cccc(NC(=O)CN(Cc2ccc(Br)cc2)S(=O)(=O)c2ccccc2)c1C,0.0,-8,-9,2.9
CC(=O)C1=C(O)C(=O)N(CO)C1c1ccccc1 (stereo not drawn),0.0,11,9,-0.1
Cc1cccc(-c2nc3cc(NC(=O)c4cccc(Br)c4)ccc3o2)c1,0.0,-11,-5,-0.5
Cc1cc(C)nc(-c2cccc3c2OC(CNC(=O)c2ccccc2-n2cccn2)C3)n1 (stereo not drawn),-0.2,9,1,-1.2
CC1(C)CC(=O)c2sc(NC(=O)CCS(=O)(=O)c3ccc(Cl)cc3)nc2C1,0.0,-9,-9,1.9
C=CCN(CC=C)Cc1ccc(C(=O)OC)o1,0.0,-3,-6,-0.3
CC(=O)CSc1ncccc1-c1nc2cc(C)c(C)cc2[nH]1,-0.2,-10,2,-1.1
O=C(CSc1nc(-c2ccccc2)c2ccccc2n1)n1c2ccccc2c2ccccc21,-0.1,8,-6,0.0
COc1ccc(CCN2C(=S)N(C)C(=O)C2CC(=O)Nc2ccc(F)cc2)cc1 (stereo not drawn),-0.2,3,10,-0.7
Cc1[nH]c2c(C(=O)NCCN3Cc4ccccc4OC(C)C3)cccc2c1C (stereo not drawn),-0.3,-17,0,-1.5
COc1ccc(NC(=O)CNC(=O)c2nn(-c3ccc(OC)c(OC)c3)c(=O)c3ccccc23)c(OC)c1,0.0,1,9,-0.1
O=C(c1ccccc1)N1CCN(C(=O)c2ccc(F)cc2)CC1,-0.1,5,14,1.1
Cc1ccc(CNC(=O)C2CCNCC2)cc1,-0.1,6,-1,1.2
C=CCOC(=O)C1=C(C)Nc2c(c(=O)n(C)c(=O)n2C)C1c1ccc(F)cc1 (stereo not drawn),0.1,18,10,1.4
Cc1cc(Nc2ncc(Cl)cc2Cl)n(-c2ccccn2)n1,-0.1,0,0,-0.4
COCCN1C(=S)NC2c3cc(OC)ccc3OC1(C)C2C(=O)Nc1ccc(C)cc1C (stereo not drawn),0.0,3,0,-0.3
O=C(Cn1nnc(-c2ccc3c(c2)OCO3)n1)Nc1ccc2c(c1)OCO2,0.0,-1,7,1.0
COc1ccc(NC(=O)CCc2c(C)nc3nc(C)nn3c2C)cc1Cl,0.1,-7,2,0.8
CCC(C)NC(=O)C1=CC(c2ccc(C)cc2)=NS(=O)(=O)N1C (stereo not drawn),-0.1,7,0,-0.4
COc1ccc(OCCC(=O)N2CCOCC2)cc1,0.1,-3,-2,-1.0
O=C(OCc1cn2cc(Cl)ccc2n1)c1ccc(Cl)nc1,0.0,2,7,0.0
O=C(NCCCn1ccnc1)C1(c2cccs2)CCOCC1,0.0,-13,4,1.5
CC(=O)N1CCC2(CC1)OCc1cc(-c3ccc(F)cc3)ccc1O2,-0.1,2,-10,2.4
O=C(Nc1ccc(C(F)(F)F)cc1)c1ccc(NC2CCCCCC2)c([N+](=O)[O-])c1,0.5,6,13,0.2
O=C(NCCN1CCOCC1)c1cccc(-c2ccc(C(=O)NC3CC3)cc2)c1,0.1,8,1,-0.1
O=C(c1ccc(CNS(=O)(=O)c2ccc(Br)cc2)cc1)N1CCCCC1,0.1,12,-7,-0.2
O=C(NCCc1ccccc1)c1nn2c(C(F)(F)F)cc(-c3ccccc3)nc2c1Cl,0.1,8,5,1.5
O=C1c2ccccc2C(=O)N1CC1c2ccccc2CCN1C(=O)c1cccs1 (stereo not drawn),0.0,0,9,-1.8
COc1ccc(Nc2nc(Nc3ccc(OCCN4CCCCC4)cc3)c3ncn(C(C)C)c3n2)cc1,-0.1,9,20,2.2
CCOc1ccccc1C(=O)Nc1cc(Cl)ccc1C(=O)O,-0.4,-9,1,0.7
COc1cccc(C2NC(=O)NC3=C2C(=O)N(CC2CCCO2)C3)c1 (stereo not drawn),0.0,4,4,0.3
Cc1cc(NS(=O)(=O)c2ccc(Nc3nc(-c4c(C)nc5ncccn45)cs3)cc2)no1,0.1,9,2,0.8
CCNC(=O)C(=O)NCc1cccnc1,0.1,12,-2,0.5
CCOC(=O)C(=O)C1=C(N2CCOCC2)/C(=C\c2ccccc2)CC1,-0.2,1,-17,0.5
COc1ccc(CSc2nnc(SCC(=O)Nc3ccc4c(c3)OCO4)s2)cc1,0.3,-11,-13,-0.2
CCS(=O)(=O)c1ncc(Cl)c(C(=O)Nc2cc(C)ccc2C)n1,-0.1,2,-9,0.1
OCCn1c(-c2ccc(Br)cc2)csc1=Nc1ccccc1,0.2&0.0,27&7,-1&-4,0.9&0.5
C/C(=N/NC(=O)c1cc(C)oc1C)c1cccc(Br)c1,0.0,4,-31,-3.5
O=C(Oc1c(Cc2ccccc2)c(=O)oc2ccccc12)c1cc2ccccc2o1,-0.1,0,6,-0.8
C=CCn1c(Cc2ccc(OC)cc2)nnc1SCC(=O)Nc1cccc(F)c1,0.3,-13,4,-0.8
OCCN1CCN(C(c2cccc(F)c2)c2sc3ncnn3c2O)CC1 (stereo not drawn),0.1,-3,-5,-0.8
O=C(NC1CCCCCC1)C(=S)NC1CCCCC1,0.1,46,4,0.9
O=C(O)c1cc(-c2cccs2)nn1-c1ccccc1,-0.1,-2,-1,-1.1
COc1ccc(-c2cc(-c3cccs3)nc(SCC(N)=O)c2C#N)cc1OC,-0.2,3,2,0.2
Cc1[nH]nc2ccc(Nc3nccc(-c4cncc(N5CCOCC5)c4)n3)cc12,-0.1,12,77*,1.2
COc1cccc(CN2CCN(S(=O)(=O)c3ccc4ccccc4c3)CC2)c1OC,-0.4,32,-12,-0.3
CCn1nnnc1-c1ccc(OC)c(S(=O)(=O)Nc2ccccc2OC)c1,0.2,-16,-9,-1.3
Cc1nnc(Sc2ccc([N+](=O)[O-])cc2C(=O)O)s1,0.1,6,1,0.3
Cn1cnnc1Sc1nc2c(c(=O)n(C)c(=O)n2C)n1Cc1ccc(Br)cc1,-0.1,-5,4,3.3
CC(C)OC(=O)C1CC=CCC1C(=O)Nc1ccccc1Br (stereo not drawn),-0.1,-1,0,-0.4
CN(C(=O)c1ccccn1)C(Cc1ccccc1)C1CCN(C(=O)Cc2ccsc2)CC1 (stereo not drawn),-0.1,0,-5,-0.2
CC(O)CCN1CCC(C(Cc2ccccc2)N(C)C(=O)c2cccs2)CC1 (stereo not drawn),0.2,12,-4,-0.2
O=S(=O)(NCc1ccccc1F)c1cccc(S(=O)(=O)N2CCOCC2)c1,0.8,-22,-4,-0.7
# (more compounds)
SMILES,FBW7 activator,MITF inh,TEAD-YAP inh,GPR151 ag
Cc1ccc(C(=O)NCC2Cc3cc(-c4cnccn4)cc(Cl)c3O2)s1 (stereo not drawn),0.0,-4,-4,-0.2
CC1(C)C(C=C(Cl)Cl)C1C(=O)Nc1sc2c(c1C#N)CCC2 (stereo not drawn),0.0,18,2,1.5
Cc1cc(F)ccc1S(=O)(=O)N1CCCOC1CNC(=O)C(=O)NCC(C)C (stereo not drawn),-0.1,-24,5,2.2
CCOCC(=O)Nc1ccc(S(=O)(=O)N2CCCCC2)cc1,-0.2,-6,-5,1.6
C=CCN1C(=O)C2(/C(=C(\O)c3ccccc3)C(=O)C(=O)N2CCOC)c2ccccc21 (stereo not drawn),0.0,-10,-1,-0.8
O=C(Nc1ccc(Cl)c(Cl)c1)C(c1ccccc1)c1ccccc1,0.1,13,2,1.5
COc1ccc(NC(=O)Cn2c(-c3ccccc3Cl)nc3sc(C)c(C)c3c2=O)cc1Cl,0.3,11,-2,0.1
COc1ccc(-n2c(=O)[nH]c3nc(-c4cn[nH]c4)cnc32)c(C)c1,0.2,8,12,0.2
COc1cc(CN(C)CCN(C)C)cc(OC)c1O,-0.2,55*,3,0.9
COc1cc(/C=C2/SC(=S)N(CC(=O)N3CCOCC3)C2=O)cc(OC)c1OC,-0.1,1,-8,0.2
Cn1c(=O)[nH]c(=O)c2c1nc(N1CCCCCC1)n2CC(O)CCl (stereo not drawn),-0.1,-2,0,3.9
CC(=O)N1c2ccc(S(=O)(=O)Nc3c(C)n(C)n(-c4ccccc4)c3=O)cc2CC1C (stereo not drawn),0.8,10,-14,0.3
COc1ccc(CCNc2nc(Nc3ccc(-n4ccnc4)cc3)nc3c2ncn3CCN2CCCC2=O)cc1,0.0,-2,20,-2.2
Cc1ccccc1N1C(=O)/C(=C/c2ccc(Br)cc2)C=C1c1ccccc1,0.2,-6,11,-0.6
CC(=O)c1ccc(NS(=O)(=O)c2ccc(N/C=C\C(=O)c3ccc(F)cc3)cc2)cc1,-0.2,-6,-23,1.5
O=C(NCc1cccs1)C(F)(F)C(F)(F)C(=O)NCc1cccs1,-0.2,-8,-2,0.2
Cc1nnc(CN(C)Cc2ccc(OCC(O)CN3CCc4ccccc4C3)cc2)o1 (stereo not drawn),-0.1,-1,3,2.1
CCOc1cc(C)nc(N2CCC(C(=O)Nc3ccccc3OCC)CC2)n1,0.3,-18,-2,0.6
O=C(NCc1ccco1)c1cccnc1Sc1ccccc1Cl,0.1,9,-20,-0.2
COc1ccc(N2CCN(C(=O)c3ccc(S(=O)(=O)Cc4ccccc4F)c([N+](=O)[O-])c3)CC2)cc1,-0.2,3,-2,1.0

# An excerpt from the list above:
SMILES,FBW7 activator,MITF inh,TEAD-YAP inh,GPR151 ag
Cc1cccc(-c2nc3cc(NC(=O)c4cccc(Br)c4)ccc3o2)c1,0.0,-11,-5,-0.5
Cc1cc(C)nc(-c2cccc3c2OC(CNC(=O)c2ccccc2-n2cccn2)C3)n1 (stereo not drawn),-0.2,9,1,-1.2
CC1(C)CC(=O)c2sc(NC(=O)CCS(=O)(=O)c3ccc(Cl)cc3)nc2C1,0.0,-9,-9,1.9
C=CCN(CC=C)Cc1ccc(C(=O)OC)o1,0.0,-3,-6,-0.3
CC(=O)CSc1ncccc1-c1nc2cc(C)c(C)cc2[nH]1,-0.2,-10,2,-1.1
O=C(CSc1nc(-c2ccccc2)c2ccccc2n1)n1c2ccccc2c2ccccc21,-0.1,8,-6,0.0
COc1ccc(CCN2C(=S)N(C)C(=O)C2CC(=O)Nc2ccc(F)cc2)cc1 (stereo not drawn),-0.2,3,10,-0.7
Cc1[nH]c2c(C(=O)NCCN3Cc4ccccc4OC(C)C3)cccc2c1C (stereo not drawn),-0.3,-17,0,-1.5
COc1ccc(NC(=O)CNC(=O)c2nn(-c3ccc(OC)c(OC)c3)c(=O)c3ccccc23)c(OC)c1,0.0,1,9,-0.1
O=C(c1ccccc1)N1CCN(C(=O)c2ccc(F)cc2)CC1,-0.1,5,14,1.1
Cc1ccc(CNC(=O)C2CCNCC2)cc1,-0.1,6,-1,1.2
C=CCOC(=O)C1=C(C)Nc2c(c(=O)n(C)c(=O)n2C)C1c1ccc(F)cc1 (stereo not drawn),0.1,18,10,1.4

# Next part:
SMILES,FBW7 activator,MITF inh,TEAD-YAP inh,GPR151 ag
Clc1cc(N2CCN(c3ccc4c(c3)OCO4)CC2)ncn1,0.4,-3,0,0.5
CCOC(=O)C1=CN(C(C)C)C=C(C(=O)OCC)C1c1cc(OC)c(OC)c(OC)c1,0.7,-10,10,-0.8
CCc1ccccc1-n1c(SCC(=O)Nc2cc(Cl)c(OC)cc2OC)nc2n[nH]c(C)c2c1=N,0.0,-5,-10,1.3
COc1ccc(C(=O)NC2CC2)cc1OC1CCN(Cc2ccc(F)c(F)c2)CC1,-0.2,1,-22,0.2
COc1cc(C(N)CC(=O)O)ccc1OC(C)C (stereo not drawn),0.2,-9,1,1.2
N/C(=N\OC(=O)CCC1CCCC1)c1cccc([N+](=O)[O-])c1,-0.2,-13,2,0.0
CCN(C(=O)C12CCC(C)(C(=O)C1)C2(C)C)c1ccccc1 (stereo not drawn),0.0,5,-4,-0.3
COc1ccccc1-c1cc(C(F)(F)F)nc(S(=O)(=O)CCCC(=O)Nc2ccccc2Br)n1,-0.1,-20,-5,0.6
O=C(/C=C/c1cccc(F)c1)c1cc2ccccc2oc1=O,0.3,11,-3,0.8
Cc1cc(C)n(-c2ccccc2F)c(=O)c1C#N,-0.1,1,-9,1.2
CCc1ccc(S(=O)(=O)Nc2cc(Br)c3oc(C)c(C(C)=O)c3c2)cc1,1.3,17,-3,2.1
Cc1cc(C(=O)CCC(=O)NCC2CCCCC2)c(C)s1,0.0,-6,5,-1.5
CC1CC(CC(=O)NNc2nc(-c3ccccc3)cs2)C(=O)O1 (stereo not drawn),0.6,4,1,-1.4
Cc1ccc(S(=O)(=O)Nc2ccc([N+](=O)[O-])cc2C(=O)Nc2ccccc2C(=O)Nc2ccc(C)cc2C(=O)c2ccccc2)cc1,0.0,-5,5,-0.5
Cc1cccc(NC(=O)c2ccccc2Br)c1C,0.3,9,-19,-1.4
CC(=O)c1ccc([C@@H]2C=C[C@H](Oc3ccc(F)cc3C)[C@@H](CO)O2)cc1,0.1,23,.,-0.5
O=C(CSc1nnc(Cc2ccccc2)o1)Nc1cccc(Br)c1,0.0,-4,-5,-1.6
NS(=O)(=O)c1ccc(CCNC(=O)/C=C/c2ccccc2[N+](=O)[O-])cc1,0.0,4,-5,1.8

# Screens from PubChem BioAssay.
